Screening data: PubChem, several laboratories
TNAP act hiacc: increases human TNAP activity under high phosphate acceptor concentration; P05186; purified TNAP, CDP-star luminescence, 1 M DEA, 30 min; stronger effect = higher value; 0 = EDTA background, 1 = DMSO-only activity; activation factor at 20 µM; 200,000 tested, under 10 active; AID 1136;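 active means activation factor at least 2 at 20 µM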
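Dosing: 20 µM single point. System: human TNAP. Amount: TNAP 1/800 final. Incubation: 30 min, room temperature. Read-out: TNAP activation factor scaled between EDTA and DMSO control wells. Signal: luminescence from CDP-star hydrolysis. Medium: 1 M DEA, pH 9.8, Mg2+, Zn2+. Control set: EDTA negative control, DMSO positive control.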
TNAP inh hi DEA: TNAP (human) inhibition, high acceptor | P05186 | purified TNAP, CDP-star luminescence, 1 M DEA | inhibition, % at 20 µM | 200,000 tested, 0.03% active | AID 1135;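 active means over 50% inhibition of tissue-nonspecific alkaline phosphatase at 20 µM in the single-dose screen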;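 further: plate controls were DMSO wells for no effect and EDTA-quenched wells as full inhibition for full effect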
HMGR II inh: inhibitors of class II HMG-CoA reductase from Enterococcus faecalis | purified E. faecalis HMGR, NADPH absorbance 340 nm kinetic | inhibition, % at 10 µM | 190,000 tested, 0.41% active;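 active means inhibition above a set limit, the median over all tested compounds plus 3 SD, cut at about 9.5% in these data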;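 further: enzyme runs in reverse so mevalonate oxidation gives rising NADPH absorbance; 0% = complete reaction with DMSO and 100% = background rate lacking mevalonate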
PPARg SRC2 recr: PPARgamma-driven SRC-2 recruitment agonism; activation, % at 8 µM; AID 1032; PPARgamma LBD-SRC-2 recruitment, biochemical; P37231; 200,000 tested, 0.34% active; in the data active means activation above about 22%;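 further: 0% = vehicle and 100% = reference agonist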
Target sequence (P37231 whole entry, looked up, the tested form may be a part): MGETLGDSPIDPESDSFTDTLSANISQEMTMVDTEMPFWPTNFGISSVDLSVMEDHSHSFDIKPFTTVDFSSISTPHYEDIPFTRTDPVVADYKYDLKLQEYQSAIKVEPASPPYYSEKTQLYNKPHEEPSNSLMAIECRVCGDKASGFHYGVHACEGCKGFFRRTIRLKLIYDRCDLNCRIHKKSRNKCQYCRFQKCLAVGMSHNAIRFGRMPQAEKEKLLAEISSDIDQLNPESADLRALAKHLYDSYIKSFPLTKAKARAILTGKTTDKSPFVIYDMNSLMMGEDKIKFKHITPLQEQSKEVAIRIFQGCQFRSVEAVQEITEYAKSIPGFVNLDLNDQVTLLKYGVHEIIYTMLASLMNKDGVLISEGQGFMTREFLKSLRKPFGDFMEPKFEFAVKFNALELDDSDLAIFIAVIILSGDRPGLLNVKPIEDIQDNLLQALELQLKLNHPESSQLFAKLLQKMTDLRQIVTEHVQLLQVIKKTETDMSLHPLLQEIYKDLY
bIAP activator: increases bovine intestinal alkaline phosphatase activity; 200,000 tested, 0.17% active; purified bovine IAP, CDP-star luminescence, 30 min; stronger effect = higher value; fold of DMSO-control signal, blank-subtracted; activation factor at 20 µM;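 active means activation factor of 2 or more at 20 µM, a signal rise over negative controls twice the positive control's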
TNAP inh no acc: TNAP (human) inhibition, acceptor-free conditions | purified TNAP, CDP-star luminescence, 30 min | 200,000 tested, 0.26% active | inhibition, % at 20 µM;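 active means tissue-nonspecific alkaline phosphatase inhibition above about 50% at 20 µM in the single-dose screen, limit read from the data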;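 further: 0% = DMSO negative control and 100% = EDTA positive control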
PPARg SRC-1 ag: PPARgamma-driven SRC-1 recruitment agonism; P37231; PPARgamma-SRC-1 coactivator recruitment biochemical assay; activation, % at 8 µM; 200,000 tested, 0.41% active; AID 631; in the data active means activation above about 19%;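 further: 0% = DMSO and 100% = reference agonist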
PPARg SRC3 recr: agonists of human PPARgamma SRC-3 coactivator recruitment; biochemical PPARgamma/SRC-3 coactivator recruitment assay; 200,000 tested, 0.26% active; AID 731; P37231; activation, % at 8 µM; in the data active means activation above about 23%;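 further: 0% = DMSO and 100% = reference agonist; some compounds past the cut are filed as inactive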
SRC2 TRFRET art: TR-FRET artefact, counter-screen to PPARgamma/SRC-2 agonist assay; stronger effect = higher value; TR-FRET ratio at 8 µM; 200,000 tested, 0.4% active; AID 1049; in the data active means TR-FRET ratio above about 2000; further: inactives centre near 1500
bIAP inh: intestinal alkaline phosphatase (bovine) inhibition; purified bovine IAP, CDP-star luminescence, 30 min; inhibition, % at 20 µM; 190,000 tested, under 10 active;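 active means over 50% inhibition of intestinal alkaline phosphatase at 20 µM in the single-dose screen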
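Assay system: bovine IAP enzyme; medium: DEA buffer 100 mM, pH 9.8, with MgCl2 1.0 mM, ZnCl2 0.02 mM; doses: 20 µM single dose; incubation: enzyme reaction for 30 min at room temperature; detection: CDP-star luminescence signal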
* = called active by the depositor; . = not tested or not shown; & = joins results of further samples.

nr	canonical_smiles	TNAP act hiacc	TNAP inh hi DEA	HMGR II inh	PPARg SRC2 recr	bIAP activator	TNAP inh no acc	PPARg SRC-1 ag	PPARg SRC3 recr	SRC2 TRFRET art	bIAP inh
1	C=CCNC(=S)N/N=C/c1ccc(C)c([N+](=O)[O-])c1	1	3	-7	5	1	2	13	9	1429	0
2	Cc1nc2c(-c3ccccc3)c(C)nn2c(C)c1CCC(=O)N1CCOCC1	1.1	-5	2	8	1.2	-12	9	-7	1692	-24
3	CC(C)Cn1c(N)c(C(=O)COC(=O)c2cc(C(F)(F)F)nc3ccccc23)c(=O)n(C)c1=O	1	1	0	-1	0.9	-4	0	0	1549	8
4	O=C(N/N=C\c1ccc(OC(=O)c2cccs2)cc1)c1ccc(Cl)cc1	1	-5	4	-3	0.5	17	-5	1	1619	.
5	CN1[C@@H](CC(=O)c2ccccc2)CCC[C@H]1C[C@H](O)c1ccccc1	1&1.1	-3&-7	0&1	1&1	0.8&1	-11&-8	1&0	3&5	1564&1431	15&-1
6	CCN(CC)c1ccc(S(=O)(=O)N2CCOCC2)cc1NC(=O)CN1CCc2ccccc2C1	1.1	-6	1	3	1.3	-23	4	1	1648	-30
7	Nc1nnc(CCCCCCCCCCc2nnc(N)s2)s1	1	-4	3	0	0.9	-1	-6	-1	1654	8
8	O=C(CSC(=S)N1CCCCC1)Nc1nc(-c2ccccc2)c(-c2ccccc2)o1	1	-4	-5	0	0.9	-15	3	2	1495	7
9	CCOC(=O)c1cc(NC(=O)c2ccoc2C)cc(C(=O)OCC)c1	1	1	-4	6	0.9	-5	1	2	1576	5
10	CC(C)(C)C(=O)COC(=O)CCc1nc2ccccc2[nH]c1=O	1	1	0	-2	1	-2	-6	1	1654	0
11	O=C(Nc1nc2ccccc2s1)c1ccc2c(c1)OCO2	1	-2	-3	-7	0.7	7	-7	1	1598	31
12	CCc1ccccc1Nc1nc2ccccc2n1C	1	-3	-1	-9	1.1	-10	8	0	1508	-10
13	COc1ccc(C)cc1NC(=O)c1ccc(OC(F)F)cc1	1.1	-7	0	11	1	-14	6	2	1835	0
14	COc1cc(NC(=O)CN(C)Cc2ccc(OC(F)F)cc2)c(C)cc1[N+](=O)[O-]	1	-4	-3	2	0.3	-9	8	2	1598	.
15	COc1cc(NC(=O)C2CCCO2)c(OC)cc1Cl (stereo not drawn)	1	-2	1	3	0.9	-11	5	15	1429	12
16	CCN1C(=O)C(O)(CC(=O)c2ccc(-n3cccc3)cc2)c2ccccc21 (stereo not drawn)	1	-1	-5	-3	0.8	-3	-2	-3	1651	17
17	O=C(CSc1cccc[n+]1[O-])Nc1ccc2c(c1)OCO2	1.1	-5	0	3	1	-4	4	2	1405	0
18	CCCc1cc(C(=O)Cc2nc3ccccc3s2)c(O)cc1O	1	-1	8	5	1.2	-24	-9	-4	1322	-21
19	CCCNC(=O)NC(=O)CN1C(=O)NC(C)(c2ccc(C)cc2)C1=O (stereo not drawn)	1	-4	0	11	0.9	-8	14	4	1668	7
20	CCOC(=O)c1sc(NC(=O)C(C)C)c(C#N)c1C	1	-2	-2	-1	1.1	-3	-3	3	1592	-6
21	CCCNC(=O)CSc1nccn1Cc1ccc(OC)cc1	1	-2	-8	7	1.2	-19	5	2	1673	-18
22	Cc1ccc(-c2nc(N)sc2C)cc1	1	-2	1	8	1	-4	4	4	1573	2
23	Cc1ccc(S(=O)(=O)NCc2c(-c3ccccc3)c3cc(Cl)ccc3[nH]c2=O)cc1	1	-2	-8	-3	1	3	-6	2	1422	2
24	CC(C)NC(=O)c1ccccc1NC(=O)c1ccccc1N(C)S(C)(=O)=O	1.1	-7	-1	7	1	-10	-2	0	1588	5
25	N#CC1=C(N)N(c2ncn[nH]2)C2=C(C(=O)CCC2)C1c1ccccc1 (stereo not drawn)	1	0	5	-1	0.9	-3	-5	-6	1610	6
26	Cc1ccc(C(=O)C2=C(O)C(=O)N(c3ncccn3)C2c2ccc(Cl)cc2)o1 (stereo not drawn)	1	0	1	38*	0.9	-5	28*	43*	2243*	8
27	CCOC(=O)C1=C(C)Nc2nnnn2C1c1c[nH]c2ccccc12 (stereo not drawn)	1.1	-7	0	4	0.8	-18	2	2	1626	15
28	O=C(c1cc([N+](=O)[O-])ccc1Cl)N1CCN(c2ccc([N+](=O)[O-])cc2)CC1	0.9	11	-6	-3	0.9	0	3	-1	1336	13
29	Cc1cc(C)c(C#N)c(N2CCN(Cc3ccc4c(c3)OCO4)CC2)n1	1	-2	-1	-8	0.9	-2	-5	6	1412	5
30	COc1ccc(CNC(=O)COC(=O)C2CC3C=CC2C3)cc1 (stereo not drawn)	1	-4	-5	6	1	-13	4	6	1497	0
31	c1ccc(-n2nnnc2Oc2ccc(-c3nnco3)cc2)cc1	.	.	1	0	.	.	5	8	1618	.
32	CC1Cc2cc(/C(O)=C3/C(=O)C(=O)N(Cc4ccco4)C3c3cccs3)ccc2O1 (stereo not drawn)	1	-1	-4	-6	0.9	-7	9	3	1623	7
33	CCn1cc([N+](=O)[O-])c(C(=O)Nc2nc(-c3ccc(C)c(C)c3)c(C)s2)n1	1.1	-6	5	-5	0.9	-11	-3	10	1442	10
34	O=C(CCC(=O)OCc1ccc(Cl)cc1)Nc1ccccc1	1.1	-8	-4	-3	1.2	-7	-1	5	1621	-18
35	Cc1cc(C)nc(N2CCCC(C(=O)NC(C)C)C2)n1 (stereo not drawn)	1	-1	-5	0	1	-3	2	-6	1727	-1
36	C/C(=N/NC(=O)CNC(=O)c1ccc2c(c1)OCO2)c1ccc2c(c1)CCCC2	1	4	0	3	1.1	10	0	1	1595	-9
37	COc1ccc(C(=O)NCC(=O)N/N=C/C(C)=C/c2ccccc2)cc1OC	1	-1	-3	-6	1.2	-6	-1	-3	1423	-23
38	COc1ccc(N(CC(=O)N2CCN(c3ccc(F)cc3)CC2)S(=O)(=O)c2c(C)n[nH]c2C)cc1	1	-1	1	7	1.3	-5	1	1	1776	-27
39	Cn1cc(CN2CCN(Cc3cccnc3)CC2)c(-c2ccc3c(c2)OCCO3)n1	1.1	-6	-1	-5	0.9	-11	-2	1	1459	6
40	O=C(COc1ccccc1-c1ccccc1)N/N=C/c1ccc2ccccc2c1	1	-1	-5	-3	0.8	-10	3	1	1580	23
41	CCC(=O)N1CCc2cc(S(=O)(=O)CCC(=O)NCCc3ccccc3)ccc21	1.1	-7	-7	11	1.1	1	0	-1	1271	-8
42	FC(F)(F)c1cc(-c2ccccc2)nc(N2CCOCC2)n1	1	-2	2	9	1	5	10	11	1615	1
43	CC(C)(C)C1=NN(c2ccc([N+](=O)[O-])cc2)C(c2ccccc2)C1 (stereo not drawn)	0.9	8	-2	11	0.8	11	-5	0	1741	19
44	O=C(O)Cc1n[nH]c(=O)c2ccccc12	1	-5	-3	1	1	-7	4	0	1720	1
45	O=C1NCCCC1C(=O)N1CCN(C(c2ccccc2)c2ccccc2)CC1 (stereo not drawn)	1.1	-6	-3	-4	1.1	-11	-1	0	1452	-5
46	Cc1ccc2nc(SCc3cn4c(C)cc(C)nc4n3)[nH]c2c1	1	1	2	4	1.1	-60	5	-2	1609	-5

No new results follow: an excerpt of the list.
nr	canonical_smiles	TNAP act hiacc	TNAP inh hi DEA	HMGR II inh	PPARg SRC2 recr	bIAP activator	TNAP inh no acc	PPARg SRC-1 ag	PPARg SRC3 recr	SRC2 TRFRET art	bIAP inh
31	c1ccc(-n2nnnc2Oc2ccc(-c3nnco3)cc2)cc1	.	.	1	0	.	.	5	8	1618	.
32	CC1Cc2cc(/C(O)=C3/C(=O)C(=O)N(Cc4ccco4)C3c3cccs3)ccc2O1 (stereo not drawn)	1	-1	-4	-6	0.9	-7	9	3	1623	7
33	CCn1cc([N+](=O)[O-])c(C(=O)Nc2nc(-c3ccc(C)c(C)c3)c(C)s2)n1	1.1	-6	5	-5	0.9	-11	-3	10	1442	10
34	O=C(CCC(=O)OCc1ccc(Cl)cc1)Nc1ccccc1	1.1	-8	-4	-3	1.2	-7	-1	5	1621	-18
35	Cc1cc(C)nc(N2CCCC(C(=O)NC(C)C)C2)n1 (stereo not drawn)	1	-1	-5	0	1	-3	2	-6	1727	-1
36	C/C(=N/NC(=O)CNC(=O)c1ccc2c(c1)OCO2)c1ccc2c(c1)CCCC2	1	4	0	3	1.1	10	0	1	1595	-9
37	COc1ccc(C(=O)NCC(=O)N/N=C/C(C)=C/c2ccccc2)cc1OC	1	-1	-3	-6	1.2	-6	-1	-3	1423	-23
38	COc1ccc(N(CC(=O)N2CCN(c3ccc(F)cc3)CC2)S(=O)(=O)c2c(C)n[nH]c2C)cc1	1	-1	1	7	1.3	-5	1	1	1776	-27
39	Cn1cc(CN2CCN(Cc3cccnc3)CC2)c(-c2ccc3c(c2)OCCO3)n1	1.1	-6	-1	-5	0.9	-11	-2	1	1459	6
40	O=C(COc1ccccc1-c1ccccc1)N/N=C/c1ccc2ccccc2c1	1	-1	-5	-3	0.8	-10	3	1	1580	23
